# Source: PubChem (several laboratories)
# S1P4 antag: S1P4 receptor antagonists, primary screen, cell-based; Sphingosine 1-phosphate receptor 4 (Homo sapiens), O95977; S1P4-expressing cells, antagonist mode, reporter read-out; inhibition, % at 4.98 µM; 0.26% of 220,000 active; in the data active means inhibition above about 29%;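 further: 0% = wells stimulated with agonist and 100% = vehicle wells without agonist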
# p97 ATPase inh: inhibitors of human p97 ATPase, primary screen, biochemical | recombinant p97 ATPase, Kinase-Glo ATP luminescence, 3 h | AID 1481, 2009 | 0.42% of 220,000 active | Transitional endoplasmic reticulum ATPase (Homo sapiens), P55072 | inhibition, % at 8 µM; in the data active means inhibition above about 15%;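 further: 0% = DMSO vehicle and 100% = wells lacking enzyme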
# EP2 mod: EP2 receptor modulators, cAMP readout, primary screen, cell-based, HTRF cAMP, PGE2 stimulation; Prostaglandin E2 receptor EP2 subtype (Homo sapiens), P43116; EP2-expressing cells, cAMP HTRF FRET, PGE2 co-stimulation; induction, % at 25 µM; 0.83% of 260,000 active; AID 940, 2007;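 active means compounds whose cAMP rise, as percent of the full-agonist control response, exceeds 60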;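 further: rat C6 glioma line stably carrying human EP2 under a CMV promoter; the protocol text gives 20 µM as final concentration; 100% = response of wells given 1 µM PGE2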
# NPY2 pot ag: NPY-Y2 potentiators or agonists, primary screen, cell-based; activation, % at 3.6 µM; Neuropeptide Y receptor type 2 (Homo sapiens), P49146; cells expressing NPY-Y2, potentiator/agonist read-out; 0.45% of 220,000 active; AID 1359, 2008; in the data active means activation above about 27%;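 further: cells stimulated with NPY near EC25 plus isoproterenol at EC100; 0% = vehicle plus submaximal agonist and 100% = vehicle plus saturating agonist; some results beyond the cut were filed as inactive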
# Target sequence (P49146 whole entry, looked up): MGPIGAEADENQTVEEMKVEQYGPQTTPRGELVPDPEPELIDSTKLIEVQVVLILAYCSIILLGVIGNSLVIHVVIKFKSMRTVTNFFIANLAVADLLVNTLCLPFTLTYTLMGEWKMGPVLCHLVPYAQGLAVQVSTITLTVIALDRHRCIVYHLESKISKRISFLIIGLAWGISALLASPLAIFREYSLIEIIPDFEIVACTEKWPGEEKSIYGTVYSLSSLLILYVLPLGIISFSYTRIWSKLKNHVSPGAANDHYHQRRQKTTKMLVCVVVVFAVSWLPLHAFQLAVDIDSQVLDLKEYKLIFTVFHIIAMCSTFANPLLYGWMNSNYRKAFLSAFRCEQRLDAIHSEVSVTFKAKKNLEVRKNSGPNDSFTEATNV
# eIF4E-4G inh: eIF4E–eIF4G protein interaction inhibitors, primary screen, biochemical, uHTS, TR-FRET, eIF4GI fragment; 0.37% of 220,000 active; AID 782, 2007; TR-FRET eIF4E-eIF4GI(517-606) binding, 2 h; Eukaryotic translation initiation factor 4E (Mus musculus) + Eukaryotic translation …; inhibition, % at 21.7 µM;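 active means inhibition above about 30%, limit read from the data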;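 further: 0% = full FRET control wells and 100% = background wells lacking eIF4GI fragment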
# EP2 antag: human EP2 receptor antagonists, primary screen, TR-FRET cAMP, C6 glioma cells. 0.52% of 260,000 active. inhibition, % at 25 µM. Prostaglandin E2 receptor EP2 subtype (Homo sapiens), P43116. C6 glioma cells expressing human EP2; cells stimulated with saturating PGE2;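 active means percent inhibition above 40 after rounding to a whole number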;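 further: rat C6 glioma host cells with rolipram phosphodiesterase inhibitor present; the protocol text gives 20 µM as final concentration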
# S1P4 ag: S1P4 receptor agonists, primary screen, cell-based; activation, % at 4.98 µM; S1P4-expressing cell line, agonist reporter assay; 0.35% of 220,000 active; in the data active means activation above about 11%;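 further: 0% = DMSO vehicle and 100% = reference agonist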
# NPY Y1 blocker: NPY-Y1 receptor antagonists, primary screen, cell-based | HEK293-CNG Y1 cells, membrane potential fluorescence; NPY at EC95, then isoproterenol | inhibition, % at 3.6 µM | 1% of 200,000 active;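 active means inhibition above the campaign mean inhibition of all tested compounds plus 3 SD, cut at about 20% in these data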;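 further: 0% = DMSO wells given NPY plus isoproterenol and 100% = isoproterenol alone without NPY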
# Target sequence (P25929 whole entry, looked up): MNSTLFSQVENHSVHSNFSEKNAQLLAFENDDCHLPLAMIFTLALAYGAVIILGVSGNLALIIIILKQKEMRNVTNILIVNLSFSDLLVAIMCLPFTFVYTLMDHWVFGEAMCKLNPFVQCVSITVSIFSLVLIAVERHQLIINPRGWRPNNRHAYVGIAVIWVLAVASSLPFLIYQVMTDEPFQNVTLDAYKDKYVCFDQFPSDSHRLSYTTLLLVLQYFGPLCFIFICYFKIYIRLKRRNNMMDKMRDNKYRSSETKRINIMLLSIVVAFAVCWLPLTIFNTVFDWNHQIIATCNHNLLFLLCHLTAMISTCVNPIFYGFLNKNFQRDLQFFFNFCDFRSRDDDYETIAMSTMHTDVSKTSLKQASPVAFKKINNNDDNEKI
#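 Assay system: HEK293 cells with Y1 receptor plus CNG channel | Probe or stimulus: NPY (25 nM), isoproterenol (1 µM), Ro 20-1724 (25 µM) | Timing: Compound incubation 1 h at room temperature, readout 45 min post-stimulation | Measured by: Membrane-potential fluorescent dye readout | Benchmarks: High control isoproterenol alone, low control NPY with isoproterenol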
# NPY1 pot ag: NPY-Y1 receptor potentiators or agonists, primary screen, cell-based; AID 1304, 2008; NPY-Y1 expressing cells, potentiator/agonist activation; 0.37% of 220,000 active; activation, % at 3.6 µM; Neuropeptide Y receptor type 1 (Homo sapiens), P25929; in the data active means activation above about 33%, passing the limit was not always enough;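 further: cells stimulated with NPY at EC10 then isoproterenol at EC100; 0% = low agonist plus stimulus and 100% = saturating agonist plus stimulus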
# * hit, by the source's call; · = not tested or not shown; & = joins results of further samples; [ ] = another dose, or the depositor's remark. This is a subset, so the mix of outcomes need not match the whole.
SMILES	S1P4 antag	p97 ATPase inh	EP2 mod	NPY2 pot ag	eIF4E-4G inh	EP2 antag	S1P4 ag	NPY Y1 blocker	NPY1 pot ag
Cn1cc(C(=O)N2CCN(c3ccccn3)CC2)c(=O)c2cc(S(=O)(=O)N3CCOCC3)ccc21	4	6	18	18	3	13	-0.5	1	1
COc1ccc(C(C(=O)OCCN(C)C)c2ccccc2)cc1 (stereo unspecified)	0	-1	22	-9	4[fluorescence artefact?]	11	-1.0	-4	-11
COCCSc1ccccc1C(=O)Nc1ccccc1C#N	-8	2	-2	6	1	8	0.8	1	4
O=C(Nc1ccccn1)c1cc2cc([N+](=O)[O-])ccc2s1	-12	1	-9	-9	5	1	-0.9	-7	6
COCCCNCC(=O)Nc1ccc(OC(F)(F)F)cc1	-12	-3	12	2	2	·	0.7	3	-6
Cc1ccc(C2C(C#N)=C(N)Oc3n[nH]c(-c4cccs4)c32)cc1 (stereo unspecified)	-13	-2	4&0	4	-1	8&9	1.0	-7	7
CC(=O)c1cccc(NC(=O)N[C@@H](CC(C)C)C(=O)O)c1	6	6	30	13	0	3	0.7	-2	10
C=CCC1C=C(Cc2ccccc2)CC(CC=C)N1 (stereo unspecified)	13	6	-24	0	-1	7	-1.6	5	8
Cc1c(C)n(C(=O)CN2CCN(c3ccccc3)CC2)c2ccccc12	-10	-3	6	-10	-4	10	-1.3	4	-19
Cc1ccc(NC(=O)NC(=O)COc2ccc(Cl)cc2Cl)c(C)c1	-13	-5	5	-11	2	9	0.3	3	-26
CSc1cccc(NC(=S)N(CCC(C)C)C2CCN(C(C)=O)CC2)c1	-7	-1	-35	-6	-1	14	1.7	-2	-4
COCCCNC(=O)c1cc(C)nc2ccc(F)cc12	-7	3	16	15	-7[fluorescence artefact?]	8	3.8	-5	2
C#CCNC(=O)C1=C[C@@H](c2csc3ccccc23)[C@H](CCCO)[C@@H](OCC)O1	7	0	-30	2	-1	6	1.1	2	-8
COCC(C)NC(=O)COc1ccc(Cl)cc1Cl (stereo unspecified)	-24	-3	6	7	-4	14	0.2	1	-9
Cc1ccn2c(NC3CCCCC3)c(C(C)C)nc2c1	4	-5	-15	-3	0	·	-0.5	8	-6
CCCCOc1ccccc1NC(=O)CSc1nnnn1C(C)(C)C	-6	5	-33	0	6	6	-0.5	3	-4
Cc1cnc(C(=O)Nc2ccccc2-c2nnn(CC(=O)NC3CCCC3)n2)cn1	2	-4	9&-3	-16	-32	10&10	-0.5	-1	2
O=C1NC(c2ccccc2)=N/C1=C/c1ccco1	-8	0	5	2	3	6	1.4	1	-23
COc1ccc(O)c(C(=O)CC(=O)c2ccccc2C)c1	-6	-1	1	-3	2	5	-0.7	2	-6
c1ccc(Sc2nc(N3CCCCC3)nc(N3CCCCC3)n2)nc1	-5	-6	31	-4	3	6	4.5	5	-22
COc1ccc(CN2CCC(CO)(Cc3cccc(C(F)(F)F)c3)CC2)cc1Cn1cccn1	-12	1	-58	-11	-3	4	0.8	17	-25
Cc1cc(-n2c(C)cc(C(=O)CN3C(=O)NC4(CCCC4)C3=O)c2C)no1	-11	-1	-8	3	-4	8	1.1	-1	10
Cc1ccccc1NC(=O)NCCc1ccc(Cl)cc1	-11	1	-51	6	0	6	0.5	1	-16
Cc1nn(C)c(Cl)c1/C=N/OC(=O)c1ccccc1	9	4	21	2	2	8	-0.9	6	-11
CCOC(=O)CSc1nc2sc(C)c(C)c2c(=O)n1N	-13	-1	-16	2	5[fluorescence artefact?]	8	0.3	-3	-5
N#C/C(=C/c1cccc([N+](=O)[O-])c1)c1nnc2n1CCCCC2	0	2	-9	2	1	8	-3.2	-7	-7
COC(=O)c1ccccc1NC(=O)CN(C)S(=O)(=O)c1cc(C)ccc1OC	-22	-7	14	-7	-18	8	0.3	6	-43
FC(F)(F)Oc1ccc(Nc2nc3ccccc3o2)cc1	-16	-4	-28	3	1	·	1.8	0	4
O=C(NCc1ccccc1)N1CCN(c2ccccc2F)CC1	0	11	8	-1	-9[fluorescence artefact?]	8	1.4	1	11
CCOC(=O)C1=C(C)OC(N)=C(C#N)C1c1ccccc1 (stereo unspecified)	-2	4	30	5	-1	3	3.1	2	4

# Some of these compounds in order of SMILES length, highest first.
SMILES	S1P4 antag	p97 ATPase inh	EP2 mod	NPY2 pot ag	eIF4E-4G inh	EP2 antag	S1P4 ag	NPY Y1 blocker	NPY1 pot ag
COc1ccc(CN2CCC(CO)(Cc3cccc(C(F)(F)F)c3)CC2)cc1Cn1cccn1	-12	1	-58	-11	-3	4	0.8	17	-25
Cc1c(C)n(C(=O)CN2CCN(c3ccccc3)CC2)c2ccccc12	-10	-3	6	-10	-4	10	-1.3	4	-19
Cc1ccn2c(NC3CCCCC3)c(C(C)C)nc2c1	4	-5	-15	-3	0	·	-0.5	8	-6

# Back to the main list, starting 5 compounds before the break.
SMILES	S1P4 antag	p97 ATPase inh	EP2 mod	NPY2 pot ag	eIF4E-4G inh	EP2 antag	S1P4 ag	NPY Y1 blocker	NPY1 pot ag
N#C/C(=C/c1cccc([N+](=O)[O-])c1)c1nnc2n1CCCCC2	0	2	-9	2	1	8	-3.2	-7	-7
COC(=O)c1ccccc1NC(=O)CN(C)S(=O)(=O)c1cc(C)ccc1OC	-22	-7	14	-7	-18	8	0.3	6	-43
FC(F)(F)Oc1ccc(Nc2nc3ccccc3o2)cc1	-16	-4	-28	3	1	·	1.8	0	4
O=C(NCc1ccccc1)N1CCN(c2ccccc2F)CC1	0	11	8	-1	-9[fluorescence artefact?]	8	1.4	1	11
CCOC(=O)C1=C(C)OC(N)=C(C#N)C1c1ccccc1 (stereo unspecified)	-2	4	30	5	-1	3	3.1	2	4
COc1cc(Cl)c(S(=O)(=O)N2CCN(Cc3ccc4c(c3)OCO4)CC2)cc1Cl	-4	1	12	-13	-1	9	1.3	6	-13
COc1ccc(CCNC(=O)CCNS(=O)(=O)c2cccc3nsnc23)cc1OC	-1	4	22	-10	7[fluorescence artefact?]	-1	-0.4	1	-12
CC(=O)Nc1ccc2c(c1)nc(CCN1CCOCC1)n2C	1	2	-2	-1	2	6	0.5	-3	-10
O=C(c1ccccc1)N(Cc1ccc2c(c1)OCO2)Cc1nc2ccccc2c(=O)[nH]1	4	5	12	18	3	12	0.9	6	-1
O=C(COc1ccc([N+](=O)[O-])cc1)N1CCN(c2nnc(-c3ccccc3)c3ccccc23)CC1	-6	2	-5	-1	-10	6	-0.1	·	-22
CCCOC(=O)Cc1c(O)c2ccccc2[nH]c1=O	-8	2	13	-7	-10[fluorescence artefact?]	10	0.8	5	8
Nc1nnc(C(=O)c2ccccc2N)s1	-4	5	·	9	·	5	-3.7	-3	7
COc1ccc(Cl)cc1-c1nc(SCC(=O)NC(C)C(C)C)n[nH]1 (stereo unspecified)	-1	-1	-20	10	1	13	0.0	-4	0
COc1ccc(NC(=O)c2cncc(Br)c2)c(S(=O)(=O)N2CCOCC2)c1	-7	3	-23	-15	1	12	-0.1	-4	1
Cc1ccc(C(=O)Nc2sc(C)c(-c3ccccc3)c2C(N)=O)cc1[N+](=O)[O-]	0	0	41	-7	4	22	0.1	2	8
O=C(CCc1nnc(-c2ccc3c(c2)OCO3)o1)N1CCC(c2ccc(F)cc2)C1 (stereo unspecified)	-12	-3	-83	-26	-4	0	0.4	14	-28
O=C(COC(=O)c1cc(=O)[nH]c2ccccc12)Nc1nccs1	8	3	-31	-7	0	1	-0.8	·	0
O=C(Cc1csc(-c2ccccc2)n1)NCc1ccc(F)cc1	-18	-4	-8	-10	2	7	-1.1	5	-30
CCC(=O)c1ccc2ncccc2c1	-7	3	4	4	-4[fluorescence artefact?]	14	0.2	1	-15
C=CCOC(=O)C1=C(C)Nc2[nH]c(=O)[nH]c(=O)c2C1c1ccccc1 (stereo unspecified)	-4	-3	-7	-11	5	6	-1.9	1	16

# Profiles from above.
# `Cc1ccn2c(NC3CCCCC3)c(C(C)C)nc2c1` as listed: S1P4 antag: 4; p97 ATPase inh: -5; EP2 mod: -15; NPY2 pot ag: -3; eIF4E-4G inh: 0; EP2 antag: ·; S1P4 ag: -0.5; NPY Y1 blocker: 8; NPY1 pot ag: -6
# `Cc1c(C)n(C(=O)CN2CCN(c3ccccc3)CC2)c2ccccc12` as listed: S1P4 antag: -10; p97 ATPase inh: -3; EP2 mod: 6; NPY2 pot ag: -10; eIF4E-4G inh: -4; EP2 antag: 10; S1P4 ag: -1.3; NPY Y1 blocker: 4; NPY1 pot ag: -19

# New compounds follow:
SMILES	S1P4 antag	p97 ATPase inh	EP2 mod	NPY2 pot ag	eIF4E-4G inh	EP2 antag	S1P4 ag	NPY Y1 blocker	NPY1 pot ag
NC(=O)NC(=O)C[n+]1cccc(/C=N/O)c1	-1	-3	4	-4	0	3	1.2	4	-9
COc1ccc(S(=O)(=O)NCCSCc2ccco2)cc1	-6	3	-10	-1	-8	17	0.6	1	-13
CC(C)CC(NC(N)=O)C(=O)OCC(=O)NC(=O)NC1CCCC1 (stereo unspecified)	4	0	16	-5	-2	11	0.3	-2	9
CNc1nc(OCC(F)(F)F)nc(N2CCN(C34CC5CC(CC(C5)C3)C4)CC2)n1	-15	0	·	-1	·	·	0.0	2	-17
Cn1c(=O)n(CC(=O)N2CCN(c3nnc(-c4ccccc4)c4ccccc34)CC2)c2ccccc21	0	-3	-3	9	4	13	4.7	0	-6
O=C(CCN1CCCCC1)NNC(=O)C12CC3CC(CC(C3)C1)C2	-9	-2	-9	-19	2	5	-0.6	-2	-20
CC(OC(=O)c1ccc(O)cc1)C(=O)Nc1cc(C(F)(F)F)ccc1Cl (stereo unspecified)	-15	0	-20	9	-2	12	0.7	·	17
O=[N+]([O-])c1cc(C(F)(F)F)ccc1NCCc1c[nH]c2ccccc12	12	-1	5	18	3	6	0.5	-4	23
CC(=O)c1ccc(NC(=S)NC(=O)CC(C)C)cc1	-17	5	-6	-8	-4	9	-1.8	-4	0
Cc1cccc(-n2c(O)c(C=Nc3c(C)n(C)n(-c4ccccc4)c3=O)c3ccccc3c2=O)n1	-6	-3	4	-5	8	8	0.5	3	-8
O=C(O)c1cnn(-c2ccccc2)c1C(F)(F)F	-10	5	2	-13	2	-1	1.3	-4	5
Cc1ccc(CSc2nnc(SCC(=O)N/N=C/C=C/c3ccccc3[N+](=O)[O-])s2)cc1	-4	6	6	-7	1	1	0.0	-8	14
CSc1nccn1CC(=O)Nc1ccc(F)cc1	2	1	27	-3	-7[fluorescence artefact?]	4	1.4	3	-3
Cc1ccc(C(=O)NC2CCN(S(=O)(=O)c3ccccc3)CC2)cc1	-9	4	25	-5	-6	8	-0.5	-2	4
S=C(Nc1ccccc1Cl)N(Cc1ccccc1)Cc1cccnc1	-6	-3	5	1	0	7	-0.3	5	-25
